NPR2 activator: GC-B (human) receptor activation | hit rate 0.11% among 370,000 | HEK293-GC-B cells, CNP EC30, cGMP TR-FRET; 0% at EC30 CNP, 100% saturating CNP | activation, % at 10 µM | P20594 | AID 1920062;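 active = activation at 10 µM reaching about 35% in either raw or pattern-adjusted values, limit read from the data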
KLK7 zymogen act: activators of human kallikrein-7 zymogen; purified proKLK7, EDANS-DABCYL substrate fluorescence; 100% is mature enzyme control, 0% vehicle; activation, % at 7 µM; hit rate 0.9% among 370,000; P49862;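 active = activation above the mean of all tested compounds plus 3 SD, computed per campaign excluding outliers beyond control limits, cut at about 13% in these data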
ARFGAP1 inhibitor: inhibitors of rat ARFGAP1; Arfgap1-stimulated ARF1 GTP hydrolysis, GDP FP detection; inhibition, % at 16.5 µM; Q62848; hit rate 0.26% among 360,000; AID 651572;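 active = inhibition above a per-plate limit, mean inhibition of low control wells plus 3 SD, cut at about 25% in these data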;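 note: 0% = DMSO wells with enzyme and 100% = wells lacking Arfgap1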
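Material: rat Arfgap1 catalytic domain, aa 1-136; also added: human ARF1(Δ1-17)-GTP substrate; compound dosing: one concentration, 16.5 µM, DMSO 1.26%; incubation: GTP hydrolysis reaction 2 h at 25 °C; measured by: Tracer-displacement fluorescence polarization with EDTA stop, 620/688 nm; evaluation: % inhibition from polarization; repeats: one replicate per compound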
rCAG binder: r(CAG) repeat RNA binding. inhibition, % at 3 µM. TO-PRO-1 dye displacement fluorescence. hit rate 1.3% among 370,000;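 active = inhibition above the plate cutoff, the mean of all test compounds on that plate plus 3 SD, cut at about 35% in these data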;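 note: 0% = DMSO alone and 100% = 100 µM mitoxantrone as full dye displacement; higher means more dye released from RNA so lower well fluorescence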
ASAP1 GAP inh: blocks human ASAP1-stimulated Arf1 GTP hydrolysis; inhibition, % at 16.5 µM; Q9ULH1; GDP FP detection; hit rate 0.19% among 360,000; AID 624377; in the data active = inhibition above about 25%;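 note: 0% = vehicle with enzyme and substrate and 100% = no enzyme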
FXN GAA850 act: frataxin GAA850 promoter activation | HEK293 lucGAA850 FXN promoter luciferase reporter, 24 h; percent of 10 µM SAHA response | activation, % at 6 µM | hit rate 0.56% among 360,000 | AID 540364;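 active = activation above the average of all compounds screened plus 3 SD, cutoff fixed separately per campaign, cut at about 7.5% in these data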;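 note: 0% = DMSO wells and 100% = 10 µM SAHA wells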
HGIII-sPLA2 inh: Blocks human group III sPLA2 activity; AID 743126; hit rate 0.56% among 370,000; QFRET BODIPY PC-A2 liposome hydrolysis, fluorescence; inhibition, % at 12.2 µM;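 active = inhibition above mean plus 3 SD of compounds lying within the high and low control bounds, cut at about 19% in these data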;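 note: 0% = median of test compound wells and 100% = no enzyme DMSO wells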
NPR1 activator: GC-A (human) enzyme activation | activation, % at 10 µM | AID 1671463 | HEK293 GC-A cells, cGMP TR-FRET, EC30 ANP; 0% at EC30 ANP, 100% saturating ANP | hit rate 0.14% among 370,000 | P16066; in the data active = activation above about 40%
Target sequence (P16066 whole entry, looked up): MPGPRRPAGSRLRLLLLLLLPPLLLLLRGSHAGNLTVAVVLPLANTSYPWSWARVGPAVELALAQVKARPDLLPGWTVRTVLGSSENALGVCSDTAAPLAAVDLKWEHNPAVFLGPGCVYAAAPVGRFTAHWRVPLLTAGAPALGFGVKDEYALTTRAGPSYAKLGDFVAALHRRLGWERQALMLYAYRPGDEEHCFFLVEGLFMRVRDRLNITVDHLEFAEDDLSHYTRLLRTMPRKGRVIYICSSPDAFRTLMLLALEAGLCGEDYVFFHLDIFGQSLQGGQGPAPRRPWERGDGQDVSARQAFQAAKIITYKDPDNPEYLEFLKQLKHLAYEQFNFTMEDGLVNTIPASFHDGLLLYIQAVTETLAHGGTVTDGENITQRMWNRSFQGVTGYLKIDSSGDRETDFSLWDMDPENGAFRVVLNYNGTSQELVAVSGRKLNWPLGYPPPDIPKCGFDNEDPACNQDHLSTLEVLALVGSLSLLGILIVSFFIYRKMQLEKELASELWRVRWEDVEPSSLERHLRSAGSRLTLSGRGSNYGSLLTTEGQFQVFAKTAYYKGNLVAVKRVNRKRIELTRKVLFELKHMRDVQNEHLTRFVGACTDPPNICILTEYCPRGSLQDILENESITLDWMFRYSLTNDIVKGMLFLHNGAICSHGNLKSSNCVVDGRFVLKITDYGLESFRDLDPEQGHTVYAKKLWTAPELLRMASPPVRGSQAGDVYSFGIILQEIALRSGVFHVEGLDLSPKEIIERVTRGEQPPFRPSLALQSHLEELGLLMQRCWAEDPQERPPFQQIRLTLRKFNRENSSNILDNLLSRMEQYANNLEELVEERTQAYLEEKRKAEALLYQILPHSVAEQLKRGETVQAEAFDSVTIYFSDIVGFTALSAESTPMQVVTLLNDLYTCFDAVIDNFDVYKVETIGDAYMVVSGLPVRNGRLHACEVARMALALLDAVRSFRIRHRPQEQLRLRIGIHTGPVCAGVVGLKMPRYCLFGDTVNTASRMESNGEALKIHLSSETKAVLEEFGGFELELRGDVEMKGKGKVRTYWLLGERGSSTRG
DDE Tn6 FP inh: inhibitors of Tn6 peptide binding to human fibrin DD(E); AID 720509; P02675; Fibrin DD(E) TRITC-Tn6 fluorescence polarization displacement; hit rate 0.21% among 370,000; inhibition, % at 8.3 µM;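 active = inhibition above a per-campaign cutoff: mean of compounds within control limits plus 3 SD, cut at about 15% in these data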;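 note: 0% = median of all compound wells on the plate and 100% = blocking peptide control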
ADAM10 inh: inhibitors of human ADAM10 | hit rate 0.62% among 370,000 | recombinant ADAM10, EDANS/DABCYL FRET peptide cleavage, 3 h | inhibition, % at 7 µM;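 active = inhibition above a per-campaign cutoff equal to the mean of compounds falling between control-based bounds plus 3 SD, cut at about 20% in these data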;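 note: 0% = DMSO wells while the 100% control is not disclosed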
An asterisk follows results filed as active; i = inactive; / = no result given.

Molecule,NPR1 activator,ARFGAP1 inhibitor,HGIII-sPLA2 inh,ADAM10 inh,KLK7 zymogen act,rCAG binder,ASAP1 GAP inh,FXN GAA850 act,DDE Tn6 FP inh,NPR2 activator
Cc1ccc2c(c1)N(CC(=O)N1CCCC(C)C1)C(=O)CO2 (stereo not given),4,7,7,-2,0.3,1,-3,-0.6,-2,-2
CCC(=O)Nc1nnc(SCCN2CCOCC2)s1,2,6,-2,0,-0.6,-1,14,1.9,0,0
Cc1ccccc1NC1c2ccccc2C(=O)N1Cc1ccco1 (stereo not given),-3,1,2,-2,0.4,4,-5,3.5,-4,-2
O=[N+]([O-])c1ccc(N2CCN(CCOCCO)CC2)c([N+](=O)[O-])c1,3,-3,2,-2,-0.4,-2,-5,1.1,-3,-4
COC(=O)c1ccc(NC(=O)CCS(=O)(=O)c2ccc(Br)s2)cc1,-4,-4,0,2,0.2,0,-7,0.2,-1,-3
Cc1ccc(C(=O)Oc2oc(-c3ccco3)nc2C=Nc2ccc(Cl)cc2)cc1,5,2,1,4,-0.3,7,5,2.3,-8,-2
O=C(COC(=O)Cc1ccc2c(c1)OCCO2)Nc1ccc(S(=O)(=O)N2CCCC2)cc1,-4,4,9,8,-0.1,-2,2,-1.1,14,-6
O=[N+]([O-])c1ccccc1N/N=C/c1ccccc1,-2,-4,8,-12,-0.3,-2,2,1.0,-10,-1
N#CCc1c(C#N)c(N)nc(N2CCN(c3ccc(F)cc3)CC2)c1C#N,1,0,-14,3,-1.1,10,2,4.9,0,5
Cc1ccc(-c2ccc(C(=O)Nc3cccc(F)c3)o2)c2ccccc12,-1,5,-7,-121,-36,21,12,0.8,-16,-4
O=C(CN1C(=O)NC2(CCCCC2)C1=O)Oc1ccc2c(C(F)(F)F)cc(=O)oc2c1,15,7,-18,i,63*,-8,7,1.9,-3,4
O=C1C2(CCC13COC(c1ccc(O)cc1)OC3)COC(c1ccc(O)cc1)OC2 (stereo not given),5,-7,5,0,-0.2,-2,-1,-1.8,-1,3
COc1cc(OC)cc(C(=O)N2CCC3(CC2)NCCc2[nH]cnc23)c1,5,12,2,5,0.5,-2,10,2.2,-4,-1
Cc1ccc(Cl)cc1N(C(=O)c1csnn1)C(C(=O)NC1CCCC1)c1ccco1 (stereo not given),-4,7,-5,-3,0.9,-3,-5,-0.3,1,-2
O=C(NCCCO)c1ccc(CSc2nc3ccccc3[nH]2)cc1,6,-5,4,-15,-1.0,1,-7,3.4,4,2

Results in KLK7 zymogen act (2 entries from above):
mol	KLK7 zymogen act
Cc1ccccc1NC1c2ccccc2C(=O)N1Cc1ccco1 (stereo not given)	0.4
Cc1ccc(C(=O)Oc2oc(-c3ccco3)nc2C=Nc2ccc(Cl)cc2)cc1	-0.3

Going on with the list.
Molecule,NPR1 activator,ARFGAP1 inhibitor,HGIII-sPLA2 inh,ADAM10 inh,KLK7 zymogen act,rCAG binder,ASAP1 GAP inh,FXN GAA850 act,DDE Tn6 FP inh,NPR2 activator
O=C(CSc1nnc([C@@H]2CCCN2)o1)c1ccc(Cl)cc1,6,-2,-5,4,0.1,8,8,1.2,0,-1
COCc1cc(C)nc(NCCc2ccccc2)c1C#N,12,1,6,i,3.6,-6,-6,2.1,8,14
O=C(COC(=O)c1ccc(Sc2ccccc2)c([N+](=O)[O-])c1)NC1CCS(=O)(=O)C1 (stereo not given),4,3,-17,1,0.3,1,0,0.1,2,2
CCNC(=S)N/N=C(\C)c1ccco1,5,7,9,1,-0.4,0,1,-0.1,5,1
Cc1cc(Cl)c2oc(C(=O)N3CCN(C(=O)c4ccco4)CC3)c(C)c2c1,-2,3,-9,7,0.8,-4,11,9.8*,-4,-1
CSCCC(C(=O)OCC(=O)c1ccc(C)c(C)c1)N1C(=O)c2cc(Cl)c(Cl)cc2C1=O (stereo not given),-1,10,-1,-8,-0.3,5,5,0.2,-3,7
N=c1ccn(CC(=O)NC(N)=O)c2ccccc12,-1,-3,0,-14,0.5,-1,18,4.3,3,2
CN(C)C(CNC(=O)c1cccc(C(F)(F)F)c1)c1ccco1 (stereo not given),3,5,1,5,0.6,3,2,-0.1,0,-2
CCN(CC)c1nc(C)nc2c1nnn2Cc1ccccc1,4,/,5,-2,-0.1,-2,/,/,0,0
O=C(Nc1ccc(F)cc1)Nc1nnc(-c2ccncc2)s1,11,7,-1,9,0.1,18,1,-1.9,-5,1
CC(C)(C)c1ccc(CSc2nnc(-c3cccs3)o2)cc1,-3,/,-1,-4,-0.2,-1,/,/,-1,3
CCCN1CCN(CCCNC(=O)CN2C(=O)COc3ccccc32)CC1,2,13,3,-6,-0.5,-4,-10,-0.8,3,0
CC1CCN(C(=O)C2CCN(c3nnc(-n4cccc4)s3)CC2)CC1,0,-3,2,-7,0.2,-4,9,0.8,11,0
O=C(/C=C(\Nc1cccc(F)c1)c1ccccc1)c1ccccc1,0,-2,-1,-7,1.7,3,-5,/,1,1
CC1=CCC(C(=O)O)C(C(=O)Nc2nc3ccc(S(C)(=O)=O)cc3s2)C1 (stereo not given),5,9,-2,-11,0.1,2,0,-1.1,-4,-4

More compounds follow:
Molecule,NPR1 activator,ARFGAP1 inhibitor,HGIII-sPLA2 inh,ADAM10 inh,KLK7 zymogen act,rCAG binder,ASAP1 GAP inh,FXN GAA850 act,DDE Tn6 FP inh,NPR2 activator
CCOC(=O)CSc1nnc(CNc2ccc(F)cc2)o1,0,-7,0,-9,-0.4,-3,-6,-0.9,1,-6
Cc1ccc2nc(SCC(=O)NC3CCCc4ccccc43)[nH]c2c1 (stereo not given),-3,7,-17,18,-0.3,0,9,0.1,12,-3
COC(=O)c1ccc(N(CC(=O)NC2CCCCC2)C(=O)CNC(=O)c2ccco2)cc1,0,5,-2,-6,-0.3,-8,-1,2.5,-2,-6
Cn1cccc1CC(=O)NNC(=O)Nc1ccc(Cl)cc1,2,2,-6,-2,-0.6,9,-1,2.2,-2,-1
CCCCCC(=O)Nc1ccc(-c2nnc3n2CCCCC3)cc1,-4,-8,5,0,-0.2,-7,-4,-0.9,4,-5
Cc1cccc(OCCCC(=O)Nc2ccc(S(=O)(=O)Nc3onc(C)c3C)cc2)c1,-1,5,-25,5,-1.1,48*,11,-2.0,-2,2
COc1ccc(NC(=O)NC(C)c2ccc3c(c2)OCO3)c(OC)c1 (stereo not given),-6,10,1,-12,0.0,-2,-9,-0.1,-6,-1
CC(=O)Nc1ccc(NC(=O)C2CC(=O)N(c3cccc(C)c3C)C2)cc1 (stereo not given),7,-8,4,-4,-0.5,-1,-11,0.4,4,-1
Cc1cc(NC(=O)CCC(=O)N(CC(=O)NCC2CCCO2)c2ccc(Cl)c(Cl)c2)no1 (stereo not given),2,0,-2,0,0.3,1,2,-2.2,3,-4
COc1cc(C)ccc1OCC(=O)OCC(=O)NCC1CCCCC1,-2,-6,-3,-5,0.0,-8,-1,0.9,7,4
CCn1c(COc2ccc3c(c2)OCO3)nnc1SCC(=O)c1ccccc1,1,-3,-25,0,0.2,-2,6,2.9,-3,2
Cc1ccc(NC(=O)N2c3ccccc3SC2c2ccco2)c(C)c1 (stereo not given),-1,-11,-1,2,-0.1,6,0,/,7,0
S=C(Nc1ccccn1)NC1CCCCC1,1,1,18,-6,0.4,-3,-1,1.5,-1,4
O=C(NCC1CCCCC1)c1cc(-c2cc(F)ccc2OCC2CCCO2)n[nH]1 (stereo not given),5,-10,-12,2,-0.4,7,-3,1.4,5,0
COc1cccc(C(=O)NC2CCCN(C3Cc4ccccc4C3)C2)c1OC (stereo not given),-1,11,3,0,0.0,-1,4,-1.1,-7,4

Other compounds follow.
Molecule,NPR1 activator,ARFGAP1 inhibitor,HGIII-sPLA2 inh,ADAM10 inh,KLK7 zymogen act,rCAG binder,ASAP1 GAP inh,FXN GAA850 act,DDE Tn6 FP inh,NPR2 activator
FC(F)(F)c1nnc2ccc(N3CCCCC3)nn12,1,1,2,1,0.5,-4,-11,2.0,2,-3
CSc1ccc(NC(=O)C2(C)CCN2C(=O)c2sccc2C)cc1 (stereo not given),2,2,5,1,-0.2,0,5,0.0,-7,-1
CCOC(=O)c1[nH]c(C)c(C(=O)NCCN2CCOCC2)c1C,1,-8,-2,-5,-0.5,-1,9,1.9,4,3
COc1cc(OC)c2cc(C(=O)N/N=C/c3cccc(OC)c3O)[nH]c2c1,6,8,-11,-1,-5.8,14,-8,-2.3,-19,-7
Cc1noc2ncnc(Oc3ccc4ccccc4c3)c12,3,-5,1,5,-0.8,-7,-9,0.4,1,-4
Cc1ccc2cc(CN(Cc3ccco3)C(=O)NC3CCCCC3)c(=O)[nH]c2c1C,3,-4,-2,-14,0.0,-5,-5,-2.9,1,-4
Cc1[nH]c(C)c(S(=O)(=O)N2CCC(C)CC2)c1C(=O)N1CCCC1,1,2,6,-1,-0.2,-2,-9,2.2,-1,-1
COc1ccc(NC(=O)C(c2ccc(OC)cc2)N(C)C(=O)Cc2cccs2)cc1 (stereo not given),1,-6,-12,1,0.3,9,8,-1.4,1,4
O=C(CSc1nnc(CNC(=O)c2ccc(F)cc2)o1)Nc1nccs1,0,8,6,-6,-0.4,0,-5,-0.6,-8,-1
CO[C@H]1O[C@H](CBr)[C@@H](OC(=O)c2ccccc2)[C@H](O)[C@H]1O,-3,-3,-7,1,0.1,-2,9,0.8,6,-1
O=C(COc1ccc(Cl)cc1Cl)Nn1c(=S)[nH]c2ncccc2c1=O,3,-3,19,-7,0.1,2,-5,-1.3,8,-7
COc1ccc(OC)c(S(=O)(=O)Nc2c(C)nn(C)c2C)c1,1,-7,2,-5,-0.2,1,1,-0.8,-2,-6

Source: PubChem (several laboratories)
